Screening results from PubChem BioAssay.
GLP-1R agonist – qHTS of GLP-1 Receptor Agonists; Glucagon-like peptide 1 receptor (Homo sapiens), P43220; AID 624172, 2012; HEK293 GLP-1R CRE-luciferase, luminescence, 4-6 h; cells express a hypersensitive GLP-1R form; 380,000 compounds, 0.007% hits; Potency, µM (doses to about 45.6 µM), without a hit: top-dose activation, actives largely listed as activators; further: % of control where 0% means no effect
Target sequence (P43220 whole entry, looked up): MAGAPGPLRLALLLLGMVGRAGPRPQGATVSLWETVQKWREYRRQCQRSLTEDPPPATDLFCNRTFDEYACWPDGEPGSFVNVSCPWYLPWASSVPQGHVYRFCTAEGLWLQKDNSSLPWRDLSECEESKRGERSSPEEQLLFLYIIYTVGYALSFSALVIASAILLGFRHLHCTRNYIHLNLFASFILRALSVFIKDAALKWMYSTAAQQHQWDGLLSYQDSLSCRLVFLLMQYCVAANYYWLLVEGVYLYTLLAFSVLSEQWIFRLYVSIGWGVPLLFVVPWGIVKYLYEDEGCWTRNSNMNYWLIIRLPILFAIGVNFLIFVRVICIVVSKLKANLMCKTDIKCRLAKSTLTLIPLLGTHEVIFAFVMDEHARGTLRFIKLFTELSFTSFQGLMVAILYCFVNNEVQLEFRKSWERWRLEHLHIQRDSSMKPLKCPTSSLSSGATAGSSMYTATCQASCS
HT1080 IDH1KD tx – qHTS for induction of synthetic lethality in tumor cells producing 2HG: qHTS for the HT-1080-IDH1KD cell line | HT-1080 IDH1 knockdown viability, ATP luminescence, 48 h | Potency, µM (top dose mostly 46.1 µM), inactives show at the top dose activity, negative = toxicity, usual class: cytotoxic | 360,000 compounds, 2% hits;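 further: 0% = DMSO wells and -100% = cell-free medium wells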
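Viability of IDH1-knockdown HT-1080 fibrosarcoma cells was assessed by CellTiter-Glo after 48 h at 37 °C with titrated compound; concentration-effect curves were classified by fit quality and response size.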
KB-3-1 cytotox – qHTS assay for MDR1-selective chemotherapeutics: Primary screen using the parental adenocarcinoma cell KB-3-1. 400,000 compounds, 1.4% hits. KB-3-1 viability, CellTiter-Glo ATP luminescence, 72 h. Potency, µM (doses to about 46.1 µM), without a hit: at the highest dose activity change, negative = cytotoxic, hits mostly cytotoxic; further: on the % scale 0 is the no-effect control and ±100 the full control effect; nearly all actives have a fitted effect of over 60% in size
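Using CellTiter-Glo luminescence, growth of non-resistant KB-3-1 adenocarcinoma cells is assessed 72 h after pin-tool compound addition at 37 °C. Normalized responses across the concentration series yield fitted curves.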
KB-V1 MDR tox – qHTS assay for MDR1-selective chemotherapeutics: Primary screen using the drug-selected MDR subline cells KB-V1; Potency, µM (highest dose often 46.1 µM), for inactives: top-dose activity change, negative = cytotoxicity, usual class: cytotoxic; 400,000 compounds, 3.4% hits; KB-V1 MDR cells viability, CellTiter-Glo, 72 h; further: on the % scale 0 is the no-effect control and ±100 the full control effect; nearly all actives have a fitted effect of over 60% in size
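In this primary screen, KB-V1 cells overexpressing P-gp are incubated with library compounds (lowest to highest concentration) for 72 h at 37 degrees C before a luminescent ATP viability read.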
TDP43 rescue – qHTS of TDP-43 Inhibitors; TDP-43 expressing yeast growth rescue, BacTiter-Glo, 24 h; 410,000 compounds, 1.8% hits; Potency, µM (series often up to 46.1 µM), without a hit: top-dose growth rescue (activation), actives largely listed as activators; further: % of control where 0% means no effect; nearly all actives have a fitted effect of over 50% in size
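Readout is BacTiter-Glo luminescence of cell growth, so inhibitors register as activators. TDP-43-expressing yeast at OD600=0.02 in galactose medium, after raffinose pregrowth to mid-log, were incubated with compound for 24 hr at 30 deg C.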
GLP1R cytotox – qHTS of GLP-1 Receptor Inverse Agonists: Cytotox Screen | HEK293 cAMP-luciferase reporter cells, luminescence, 24 h | 410,000 compounds, 0.13% hits | Potency, µM (titrated, usually from 38.3 µM), inactives show at the highest dose activity change, negative = inhibition, usual class: inhibitors;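 further: loss of luciferase light is scored as toxicity; on the % scale 0 is the no-effect control and ±100 the full control effect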
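Seeding density was 200 cells/uL; after overnight-length (12 h) culture, 23 nL compounds went on for 24 h at 37 °C. Readout used a luciferase detection reagent, luminescence taken after 12 min at room temperature.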
GLP1R inv ag – qHTS of GLP-1 Receptor Inverse Agonists (Inhibition Mode); HEK293 GLP-1R CRE-luciferase, luminescence, 24 h; GLP-1R form is constitutively active; Glucagon-like peptide 1 receptor (Homo sapiens), P43220; Potency, µM (top dose mostly 38.3 µM), for the others: at the top dose activity change, negative = inhibition, hits mostly inhibitors; 410,000 compounds, 1.6% hits; further: on the % scale 0 is the no-effect control and ±100 the full control effect; nearly all actives have a fitted effect of over 55% in size
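qHTS in 1536-well format: reporter HEK293 cells expressing constitutive GLP-1R activity in DMEM + 10% Nu serum, 24 hr with compounds at 37 deg C, luminescence read after 12 min with detection reagent.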
SW480 rerep – A quantitative high throughput screen for small molecules that induce DNA re-replication in SW480 colon adenocarcinoma cells. 340,000 compounds, 1.8% hits. AID 624297, 2012. SW480 DNA re-replication, Hoechst DNA content imaging, 48 h. Potency, µM (highest dose often 46.1 µM), without a hit: at the highest dose re-replication activation, most hits filed as activators; further: % of control where 0% means no effect; nearly all actives have a fitted effect of over 55% in size
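Image-based read-out: total Hoechst fluorescence of nuclei (405 nm excitation, 500-530 nm emission), with hits raising the fraction of high-intensity nuclei. SW480 colon cells incubated 48 hr with compounds at 37 C.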
HT1080NT lethal – qHTS for induction of synthetic lethality in tumor cells producing 2HG: qHTS for the HT-1080-NT fibrosarcoma cell line | AID 686970, 2013 | HT-1080-NT fibrosarcoma viability, CellTiter-Glo ATP luminescence, 48 h | 360,000 compounds, 1.6% hits | Potency, µM (top dose mostly 46.1 µM), for inactives: top-dose activity, negative = less viability, usual class: cytotoxic;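 further: NT is the 2HG producing partner of a matched IDH1 knockdown line; 0% = DMSO-treated cells and -100% = media-only wells without cells; nearly all actives have a fitted effect of over 55% in size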
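Compounds were tested in concentration-response format on HT-1080-NT cells for 48 hours at 37 degrees C. Cell viability came from CellTiter-Glo luminescence; curves were classified by r2, response magnitude and activity.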
Active calls of the source: *; ? = inconclusive; nt = no result given; [ ] = remark or other dose. The call rests on the fitted dose curve; in most records, active means well fitted curve in the direction sought with a large enough effect; inconclusive means small, poorly fitted or top-dose-only effect, or another doubt; inactive means no such curve, though single readings can be large; an effect the other way counts as inactive or inconclusive. Potency means the concentration at half of the fitted maximal effect.

The line under a structure holds: GLP-1R agonist	HT1080 IDH1KD tx	KB-3-1 cytotox	KB-V1 MDR tox	TDP43 rescue	GLP1R cytotox	GLP1R inv ag	SW480 rerep	HT1080NT lethal
Cc1c(C(C)(C)C)sc(=NC(=O)c2ccccc2O)n1C
 : 14.2%	5.1%	-2.9%	?	3.1%	13.1%	-25.2%	-0.1%	4.6%
CCCC(=O)Nc1nnc(CCOC)s1
 : 11.6%	0.7%	6.0%	0.0%	-15.9%	0.8%	13.1%	-0.4%	-1.5%
CCCC(=O)NC1C2CC3CC(C2)CC1C3 (stereo not given)
 : -6.8%	0.8%	2.9%	25.9%	-14.7%	7.5%	0.5%	-7.4%	2.8%
CCC(=O)N(C)C[C@H]1Oc2cc(Br)ccc2S(=O)(=O)N([C@@H](C)CO)C[C@H]1C
 : 3.7%	1.0%	-5.6%	-14.3%	?	0.5%	10.5%	nt	1.1%
NC(=O)c1c(NC(=O)CSc2nnc(-c3ccco3)n2N)sc2c1CCCC2
 : -18.7%	3.7%	-2.2%	-7.9%	12.4%	-0.7%	15.8%	-1.2%	2.2%
Cc1nc(Cl)sc1C(=O)Nc1cc(F)cc(F)c1
 : 15.6%	?	?	-27.1%	11.2µM*	-2.7%	-28.1%	0.3%	?
COc1cc(NC(=O)Cn2nc(C(F)(F)F)c(Br)c2C)cc([N+](=O)[O-])c1
 : -3.9%	-9.1%	-2.6%	18.4µM*	3.8%	-8.8%	?	-5.4%	-13.7%
O=C1N(Cc2cccc(Cl)c2)C[C@@H]2C[C@@H](c3c[nH]c4ccccc34)N3CCC[C@@]123
 : 11.6%	-18.5%	-0.2%	-4.7%	-8.9%	-15.0%	?	-0.5%	?
CN1OC[C@@H]2CN3C(=O)N(c4ccccc4)c4ccccc4[C@@H]3C[C@@H]21
 : 11.5%	2.3%	0.0%	-2.5%	6.8%	1.5%	25.8%	nt	17.9%
CC(C)(C)C1CCc2c(sc(NC(=O)Cn3nnc(-c4ccccc4Cl)n3)c2C#N)C1 (stereo not given)
 : nt	nt	-13.8%	17.2%	11.3%	8.8%	-9.9%	nt	nt
O=C(C/C(=N\NC(=O)c1ccccc1Br)C(F)(F)F)c1cccs1
 : 2.4%	-9.6%	?	?	11.9%	?	?	13.2%	-5.1%
Cc1cccc(NC(=O)CN2C(=O)C(C)Oc3ccccc32)n1 (stereo not given)
 : -3.4%	-1.8%	-6.8%	1.0%	19.8%	-2.5%	0.8%	-35.2%[inhibitor]	4.7%
CCC1=C(OC(=O)N(CC)CC)N2C(=O)OC(=NCC(=O)OC)[C@]2(Cc2ccccc2)[C@H]2C1=CC[C@H]1C(=O)N(C)C(=O)[C@H]12
 : 8.0%	1.0%	-11.7%	2.1%	-10.7%	-20.9%	3.0%	1.2%	10.6%
Cc1ccccc1CSCC(=O)c1c(N)n(C)c(=O)n(C)c1=O
 : 23.3%	2.7%	-8.2%	-19.5%	-5.8%	-1.5%	35.7%[activator]	-9.5%	13.4%
O=[N+]([O-])c1ccc(-c2cnc(SCc3ccccc3Cl)[nH]2)cc1
 : -6.8%	?	?	?	2.9%	-6.7%	10µM*	4.9%	?
CC(C)NC(=O)CN1CCN(c2ncccn2)CC1
 : -1.4%	11.0%	9.6%	0.0%	-17.0%	6.0%	-18.7%	-1.6%	12.0%
Cc1ccc(Nc2ccc(C(N)=O)cc2[N+](=O)[O-])cc1C
 : 7.9%	-8.9%	-7.9%	-18.7%	20.9%	-18.8%	31.9%[activator]	1.8%	-0.2%
COc1ccc(Cl)cc1NC(=O)c1cc(C)nc2c1c(C)nn2-c1ccccc1
 : nt	nt	-0.7%	-12.1%	6.9%[9.22 µM]	7.3%	14.0%	nt	nt
Cn1cnnc1SCC(=O)N1CCN(C(=O)c2ccco2)CC1
 : 0.1%	21.8%	4.6%	7.0%	-4.9%	4.6%	11.6%	0.8%	18.9%
CCOC(=O)C(C)Sc1nnc(CNC(=O)c2ccc(OC)cc2)n1C1CCCCC1 (stereo not given)
 : 9.6%	1.2%	11.6%	-20.6%	0.0%	1.3%	-1.8%	-5.9%	2.5%
CC1CC(C)CN(CCCNC(=O)CN2C(=O)CSc3ccc(S(=O)(=O)N4CCCCC4)cc32)C1 (stereo not given)
 : 4.8%	1.4%	-0.8%	?	-22.0%	-9.4%	?	-1.1%	-2.9%
CCN(CC)C(CNC(=O)CSc1nnnn1-c1c(C)cccc1C)c1ccco1 (stereo not given)
 : 19.7%	6.7%	-3.6%	?	17.2%	2.3%	?	-3.5%	-2.3%
COc1cc(C2N=C(N)Nc3nc4ccccc4n32)ccc1OCC(=O)O (stereo not given)
 : nt	nt	-1.5%	-5.2%	15.6%	6.8%	-1.7%	nt	nt
COc1c(Cl)cc(C(=O)Nc2cccnc2)cc1Cl
 : 6.4%	18.4%	0.0%	?	6.3%	0.6%	14.4%	nt	1.2%
CCOC(=O)c1sc2nc(C)nc(SCC(N)=O)c2c1C
 : 4.3%	7.8%	11.8%	0.0%	-12.9%	4.9%	12.1%	-6.0%	2.9%
Cc1ccc(C(=O)NCC(=O)OCC(=O)N(CC(C)C)c2c(N)n(Cc3ccccc3)c(=O)[nH]c2=O)cc1
 : 1.5%	13.5%	-9.1%	4.5%	-14.0%	7.0%	17.9%	-8.8%	5.6%
COCCNCC(=O)Nc1nc(C)cs1
 : 2.3%	17.4%	0.4%	1.5%	0.1%	-19.3%	15.5%	?	18.8%
Cc1c(NC(=O)CCN2C(=O)c3ccccc3C2=O)c(=O)n(-c2ccccc2)n1C
 : 0.7%	16.5%	1.0%	?	-4.1%	12.9%	0.3%	-7.5%	18.0%
COc1cccc(NC(=O)Nc2ccncc2)c1
 : 2.0%	-0.8%	-5.1%	26.7%	4.0%	5.7%	-4.0%	-0.4%	5.9%
O=C1OC(Nc2ncccn2)c2ccccc21 (stereo not given)
 : -6.4%	-24.5%	-0.8%	6.4%	-17.5%	9.0%	-4.6%	0.1%	3.5%
O=C(Nc1ccc2oc(-c3ccc(Cl)c(Cl)c3)nc2c1)c1ncn[nH]1
 : -4.2%	-0.2%	-3.8%	-9.8%	2.9%	-10.8%	19.3%	?	8.6%
COC(=O)c1ccc(C2C(C(=O)Nc3ccccc3C)=C(C)Nc3ncnn32)cc1 (stereo not given)
 : -7.2%	6.4%	4.7%	?	8.3%	4.8%	4.5%	-5.7%	-0.4%
COc1cc(CNCCNC(=O)c2cccs2)cc(OC)c1OC
 : 0.0%	2.6%	0.9%	19.2%	19.0%	-9.0%	11.1%	3.9%	0.0%
COc1ccc(-c2cc3nc(C)c(CCC(=O)N4CCN(c5ccccn5)CC4)c(C)n3n2)c(OC)c1
 : 11.0%	-3.8%	?	?	0.0%[0.397 µM]	-3.2%	7.5%	?	-6.6%
COC(=O)c1ccc2c(=O)n(CCCCCC(=O)N3CCN(c4ccc(OC)cc4)CC3)c(=O)[nH]c2c1
 : nt	nt	5.3%	-10.5%	10.3%	-1.9%	27.7%	nt	nt
CC(C)c1cc(C(=O)N2CCCC(Nc3ccc(F)cc3)C2)n[nH]1 (stereo not given)
 : 0.6%	-3.5%	-5.3%	-23.1%	5.0%	10.0%	-2.5%	15.0%	1.1%
CCOC(=O)c1cn2nc(Oc3cccc(C(F)(F)F)c3)ccc2n1
 : 9.4%	-6.2%	-2.5%	-3.8%	29.4%	31.1%[activator]	12.2%	?	1.5%
Cc1ccc(S(=O)(=O)N2C[C@@H]3[C@H]4CC[C@H](C4)[C@@H]3[C@@H](C)[C@H]2c2ccco2)cc1
 : -1.9%	-19.4%	0.0%	0.0%	17.8%	5.6%	?	?	-11.1%
O=C(Oc1c(Cl)cc(Cl)c2cccnc12)c1ccco1
 : -18.6%	?	?	2.06µM*	?	-16.9%	?	?	?
Cc1ccc(NC(=S)NNC(C)(C)C)cc1
 : 12.3%	18.4µM*	-3.3%	2.7%	9.3%	?	?	?	?
COc1ccc2c(c1)C(=O)C1NC(=O)NC(=O)C1(Br)N2 (stereo not given)
 : -0.2%	6.4%	1.8%	?	3.5%	-0.9%	-11.5%	-2.6%	0.0%

Arranged by length of the SMILES (highest first): some entries from above
The line under a structure holds: GLP-1R agonist	HT1080 IDH1KD tx	KB-3-1 cytotox	KB-V1 MDR tox	TDP43 rescue	GLP1R cytotox	GLP1R inv ag	SW480 rerep	HT1080NT lethal
Cc1ccc(S(=O)(=O)N2C[C@@H]3[C@H]4CC[C@H](C4)[C@@H]3[C@@H](C)[C@H]2c2ccco2)cc1
 : -1.9%	-19.4%	0.0%	0.0%	17.8%	5.6%	?	?	-11.1%
COC(=O)c1ccc(C2C(C(=O)Nc3ccccc3C)=C(C)Nc3ncnn32)cc1 (stereo not given)
 : -7.2%	6.4%	4.7%	?	8.3%	4.8%	4.5%	-5.7%	-0.4%
CC(C)c1cc(C(=O)N2CCCC(Nc3ccc(F)cc3)C2)n[nH]1 (stereo not given)
 : 0.6%	-3.5%	-5.3%	-23.1%	5.0%	10.0%	-2.5%	15.0%	1.1%
COc1cc(CNCCNC(=O)c2cccs2)cc(OC)c1OC
 : 0.0%	2.6%	0.9%	19.2%	19.0%	-9.0%	11.1%	3.9%	0.0%
